EBV LMP1 NFkB – reduces LMP1-driven NF-kappaB luciferase signal. 350,000 compounds, 0.69% hits. LMP1-induced NF-kappaB luciferase reporter cells, luminescence. inhibition, % at 12.5 µM; in the data active = inhibition above about 41%;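 also: 0% = neutral control wells and 100% = reference inhibitor control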
TROY signal inh – inhibitors of TROY-dependent NF-kB signaling | Q293 LMP1-TROYcd NF-kB luciferase reporter, 4 h | inhibition, % at 10 µM | 360,000 compounds, 0.98% hits | AID 1347056;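 active = compounds whose plate-normalised and pattern-corrected inhibition of the luciferase reporter signal at the single screening dose is 50% or more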
CF NFkB block – cystic fibrosis NF-kB activation inhibition | KKLEB NF-kB-GFP reporter, PAF-induced, GFP fluorescence overnight | AID 588850 | 360,000 compounds, 0.86% hits | inhibition, % at 5 µM;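 active = at least 50% inhibition at 5 µM, scaled per plate between neutral and stimulator controls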;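 also: PAF is a Pseudomonas aeruginosa culture filtrate used as stimulus; plate controls were PAF-stimulated DMSO wells for no effect and unstimulated DMSO wells for full effect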
C8 TRAIL sens – caspase-8 TRAIL sensitization. NB7+C8 cells + TRAIL, ATPlite viability luminescence. 360,000 compounds, 1% hits. inhibition (viability loss, TRAIL sensitization), % at 10 µM;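 active = compounds causing at least 50% loss of cell viability in the single-dose screen, relative to plate controls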
SRC2 inh – inhibits human steroid receptor coactivator 2. AID 651957. HEK293 GAL4-SRC2 luciferase reporter, luminescence. inhibition, % at 9 µM. 370,000 compounds, 0.17% hits;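 active = inhibition above the mean inhibition of all tested compounds plus 3 SD, set per campaign, cut at about 52% in these data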;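 also: 0% = DMSO treated cells and 100% = cells given Gossypol at 36 µM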
TWEAK-Fn14 inh – blocks TWEAK-Fn14 interaction in a reporter cell assay | inhibition, % at 10 µM | TWEAK-stimulated Fn14 reporter cells, luciferase luminescence, 8 h | AID 1159606 | 360,000 compounds, 2% hits; in the data active = inhibition above about 50%
NCOA1 inh – human NCOA1 inhibition | Q15788 | HEK293 GAL4-SRC1 luciferase reporter, luminescence | inhibition, % at 3.6 µM | 360,000 compounds, 0.12% hits | AID 588354;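 active = inhibition above the campaign mean plus 3 SD, with each screening campaign given its own cutoff, cut at about 60% in these data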;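 also: 0% = DMSO treated cells and 100% = gossypol at 36 µM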
COUP-TFII inh – NR2F2 (human) inhibition, primary screen; P24468; HEK293T NGFI-A luciferase reporter, luminescence; inhibition, % at 8.6 µM; 370,000 compounds, 0.7% hits; AID 686940;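 active = inhibition above a per-plate cutoff, mean inhibition of test wells between control levels plus 3 SD, cut at about 38% in these data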;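 also: cells cotransfected with COUP-TFII expression vector driving the NGFI-A reporter; 0% = median of COUP-TF2 test wells and 100% = reporter-only cells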
Target sequence (P24468 whole entry, looked up): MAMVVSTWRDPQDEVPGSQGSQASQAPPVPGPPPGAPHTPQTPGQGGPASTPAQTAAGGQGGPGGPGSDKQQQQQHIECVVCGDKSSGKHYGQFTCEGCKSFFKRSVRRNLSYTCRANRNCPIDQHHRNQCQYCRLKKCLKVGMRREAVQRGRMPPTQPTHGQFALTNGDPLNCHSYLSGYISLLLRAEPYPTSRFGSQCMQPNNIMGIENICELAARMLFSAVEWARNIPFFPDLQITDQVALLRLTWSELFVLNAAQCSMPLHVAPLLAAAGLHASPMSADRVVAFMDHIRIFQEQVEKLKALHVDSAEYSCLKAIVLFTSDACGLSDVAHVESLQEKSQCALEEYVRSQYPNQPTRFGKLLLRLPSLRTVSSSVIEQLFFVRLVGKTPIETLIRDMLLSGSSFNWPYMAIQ
NR5A2 inv ag – inverse agonists of human LRH-1 (NR5A2); O00482; 360,000 compounds, 0.13% hits; inhibition, % at 3.6 µM; HEK293T StAR-luciferase reporter, LRH-1 transfected, 24 h;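 active = inhibition above the mean inhibition of all tested compounds plus 3 SD, cut at about 73% in these data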;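 also: 0% = DMSO wells and 100% = reporter-only cells lacking LRH-1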
Target sequence (O00482 whole entry, looked up): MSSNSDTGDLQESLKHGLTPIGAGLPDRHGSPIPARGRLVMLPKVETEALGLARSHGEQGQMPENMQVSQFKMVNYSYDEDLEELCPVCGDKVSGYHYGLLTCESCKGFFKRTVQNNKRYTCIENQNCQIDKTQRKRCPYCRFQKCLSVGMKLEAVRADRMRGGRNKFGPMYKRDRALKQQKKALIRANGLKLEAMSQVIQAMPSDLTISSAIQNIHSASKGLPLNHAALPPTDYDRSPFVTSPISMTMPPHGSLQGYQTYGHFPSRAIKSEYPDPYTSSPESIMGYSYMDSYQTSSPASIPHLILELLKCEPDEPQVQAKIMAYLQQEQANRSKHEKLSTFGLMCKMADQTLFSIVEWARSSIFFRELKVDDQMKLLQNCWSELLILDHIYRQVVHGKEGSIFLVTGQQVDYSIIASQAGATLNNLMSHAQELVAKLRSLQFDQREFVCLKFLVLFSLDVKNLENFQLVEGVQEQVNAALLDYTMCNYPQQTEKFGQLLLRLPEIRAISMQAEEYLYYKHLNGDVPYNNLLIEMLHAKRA
KKLEB tox – reduces viability of KKLEB cystic fibrosis airway cells; KKLEB CF airway cells viability, ATPlite luminescence, overnight; active compounds read low; cells stimulated with P. aeruginosa culture filtrate; 360,000 compounds, 0.36% hits; activity change (cytotoxicity), % at 5 µM;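 active = corrected activity change at or below -50% at 5 µM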
NCOA3 inh – inhibitors of human steroid receptor coactivator 3 (SRC3); 360,000 compounds, 0.17% hits; Q9Y6Q9; HEK293 GAL4-SRC3 luciferase reporter, luminescence; inhibition, % at 3.6 µM; AID 588352;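 active = inhibition above a per-campaign cutoff, the mean of all compounds plus 3 SD, cut at about 60% in these data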;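 also: 0% = DMSO-treated cells and 100% = gossypol-treated cells at 36 µM; higher means less SRC3-driven luciferase light from the GAL4 reporter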
* = called active by the depositor; nt = no result given.

SMILES,EBV LMP1 NFkB,TROY signal inh,CF NFkB block,C8 TRAIL sens,SRC2 inh,TWEAK-Fn14 inh,NCOA1 inh,COUP-TFII inh,NR5A2 inv ag,KKLEB tox,NCOA3 inh
CN(C)c1cc(-c2ccc(Cl)c(Cl)c2)oc(=O)c1Cl,-16.6,-15.3,0.9,25.5,-21.2,-27.5,-9.7,-13.0,-7.5,-6.6,-4.8
CCn1c(=O)c(=O)[nH]c2cc(C(=O)NC3CCCc4ccccc43)ccc21 (stereo not drawn),1.0,-7.2,11.8,10.5,2.5,22.1,3.0,1.0,-2.6,-3.0,13.2
Cc1noc(C)c1COC(=O)c1ccc(F)c(S(=O)(=O)N2CCCCC2)c1,-0.8,2.4,13.3,6.0,-26.9,-6.6,7.2,15.2,-3.7,-1.3,3.1
COc1ccc(-c2csc(NC(=O)CSCC(=O)Nc3cc(C)on3)n2)c(OC)c1,-2.4,-18.7,-2.0,5.2,-42.2,-5.0,-23.6,-21.0,-10.5,13.2,-3.2
Cc1cccnc1NC(=O)CCC(=O)c1cccs1,5.8,8.3,-13.8,-13.2,-14.5,7.1,-7.5,1.3,2.7,-26.6,4.8
CCCCC(=O)Nc1ccc(Cl)cn1,-8.8,-21.1,12.9,-18.2,-4.8,4.1,-22.5,13.0,-18.3,2.5,-19.8
O=C1S/C(=C\C=C\c2ccco2)C(=O)N1c1ccccc1,-22.1,-4.0,-48.9,5.0,-26.4,-6.6,-54.6,-32.1,-53.5,22.9,-87.9
CC(C)CCC1(CCO)C(=O)N=C(N)NC1=O (stereo not drawn),0.5,-13.4,-14.3,-5.5,1.7,-18.7,-2.2,-0.9,15.2,17.4,-18.5
CCC(C(=O)NC(C)(C)C)N(Cc1cccs1)C(=O)CNS(=O)(=O)c1ccccc1 (stereo not drawn),-7.4,7.7,-4.0,13.1,14.7,-6.8,8.5,-16.2,-2.2,7.0,-4.8
CCN1CCN(c2nnc(-c3ccc(C)cc3)c3ccccc23)CC1,4.4,8.8,6.3,4.8,-22.5,-4.3,10.7,-10.5,9.2,-18.2,9.2
O=C(/C=C/c1ccccc1Cl)Nc1ccccc1,-26.1,-10.6,1.3,34.5,-57.8,25.0,-119.7,-52.6,-137.7,-17.2,-70.0
COC(=O)C1=C(C)N(c2ccc(C)c(C)c2)/C(=C/c2cccs2)C1=O,-6.8,3.2,-17.9,2.6,15.9,-19.9,-6.0,-7.6,9.5,-3.6,3.5
CN(C(=O)COC(=O)c1ccc([N+](=O)[O-])cc1N)c1ccccc1,-0.4,10.8,-2.0,-1.3,13.2,2.0,-14.8,2.7,-8.1,4.3,-3.4
COc1ccc(C)cc1NC(=O)c1sc2ncn(CC(=O)N3CCCCC3)c(=O)c2c1C,0.1,-21.1,-9.2,1.3,0.3,-15.7,4.5,0.1,5.2,0.9,-3.6
COc1ccc(-n2c(Cc3cccn3C)nnc2SCC(=O)Nc2ccc(F)cc2F)cc1,-7.9,4.7,1.2,6.2,-2.4,14.4,-4.6,1.7,7.3,-22.7,12.3

The final 2 compounds of the section before open the next one.
SMILES,EBV LMP1 NFkB,TROY signal inh,CF NFkB block,C8 TRAIL sens,SRC2 inh,TWEAK-Fn14 inh,NCOA1 inh,COUP-TFII inh,NR5A2 inv ag,KKLEB tox,NCOA3 inh
COc1ccc(C)cc1NC(=O)c1sc2ncn(CC(=O)N3CCCCC3)c(=O)c2c1C,0.1,-21.1,-9.2,1.3,0.3,-15.7,4.5,0.1,5.2,0.9,-3.6
COc1ccc(-n2c(Cc3cccn3C)nnc2SCC(=O)Nc2ccc(F)cc2F)cc1,-7.9,4.7,1.2,6.2,-2.4,14.4,-4.6,1.7,7.3,-22.7,12.3
O=C(NCc1ccccn1)C(=O)NCC1OCCN1S(=O)(=O)c1ccc(Cl)cc1 (stereo not drawn),-10.5,-15.5,11.5,-8.5,4.7,-2.5,-0.2,8.2,-12.1,12.6,4.3
CCOC(=O)c1oc2ccc(Cl)cc2c1NC(C)=O,2.3,-9.2,-19.9,-10.8,-43.9,6.1,13.4,7.7,5.7,5.0,14.7
Cc1cc(C)c2c(-n3cccc3)c(C(=O)NNS(=O)(=O)c3ccc(Cl)cc3)sc2n1,6.9,10.0,1.0,5.9,9.6,2.5,-15.9,7.5,-2.4,-6.5,20.2
O=C(NCc1cccc(F)c1)c1ccc(N2C(=O)Cn3c(cc4sccc43)C2=O)cc1,3.2,3.3,31.6,2.2,-13.6,17.8,2.3,-4.7,3.7,-10.8,-1.3
O=C(CSc1ccsc1[N+](=O)[O-])NCCc1ccc(Cl)cc1,6.0,-17.5,-9.9,9.1,-29.7,2.8,-23.6,8.4,-7.1,-9.8,-0.7
C=CCNc1nc(C(=O)OCC(=O)c2ccc(F)cc2)cs1,-10.9,-68.2,-14.4,8.1,-9.2,-25.7,-16.3,-21.4,-0.3,16.0,-9.9
CN(CC(=O)Nc1ccccc1N1CCCC1)S(=O)(=O)c1ccc(F)cc1,12.6,-11.3,0.7,-12.8,-21.8,-7.3,-10.9,-8.3,26.1,6.0,20.0
Nc1ccc(OCc2ccccc2)cc1,-18.6,-62.4,10.7,-12.5,7.3,-11.2,-53.4,14.4,-9.9,-6.4,-34.0
COc1ccc(CNC(=O)CN2C(=O)C(C)N(c3ccc(C)cc3)C2=O)cc1 (stereo not drawn),0.8,4.8,1.4,-14.9,-0.3,17.2,-13.1,-4.9,4.6,-15.0,-6.3
CCN1C(=O)C(CC(=O)Nc2ccc(OC)cc2)N(Cc2cccs2)C1=S (stereo not drawn),-6.3,7.4,-11.0,-21.8,-19.4,-18.0,9.9,2.3,2.6,8.7,1.8
COc1ccc(-c2nnn(Cc3ccccc3)n2)cc1,-13.4,-45.4,12.9,-9.2,-28.3,-47.1,-53.4,-54.1,-81.0,2.9,-69.8
N/C(=N\OC(=O)CCCc1ccccc1)c1ccccc1Cl,-9.4,-63.7,-9.3,-6.7,-50.1,-26.7,-18.1,-32.8,-15.5,2.3,-16.0
COc1ccc(OC)c(-c2csc(NC(=O)c3ccccc3F)n2)c1,3.1,-7.0,-6.1,5.0,-1.7,-23.1,-2.9,-6.6,-2.3,-10.9,3.6
CC(C)=CC(=O)OCC(=O)Nc1ncc(Cl)c(C)c1Cl,-10.9,-2.3,3.7,-34.4,-20.3,12.7,12.9,14.9,-14.1,-8.7,13.5
CC1=C(C(=O)O)N2C(=O)C(NC(=O)c3nn(C)c(C)c3Cl)C2SC1 (stereo not drawn),-5.4,-20.6,6.1,-1.1,-5.4,-2.0,-3.1,-28.8,4.6,3.4,-7.3
CCOC(=O)[C@]12CCC=C1N(Cc1ccc(Cl)cc1Cl)C(=O)[C@H](CC(=O)N1CCSCC1)C2,nt,-5.4,nt,-5.8,2.1,8.5,nt,24.4,-38.5,nt,nt
COc1ccc(C)cc1S(=O)(=O)N(CC(=O)O)c1ccc(F)cc1,-10.1,-3.5,-7.8,-3.7,-3.8,-2.1,-8.1,1.8,-12.1,6.5,13.8
O=C(CSc1nnc(Nc2ccccc2F)s1)Nc1cccc(S(=O)(=O)N2CCCCC2)c1,-4.5,27.1,-1.8,11.1,-25.5,40.6,-9.2,-16.1,-8.6,-0.4,-13.3
O=C(C(c1ccccc1)c1ccccc1)N1CCN(CCN2C(=O)c3cccc4cccc(c34)C2=O)CC1,-0.8,12.6,9.8,-9.9,10.1,9.5,-14.8,8.8,-10.0,-9.1,10.4
Cc1ccccc1NC(=O)C(NS(=O)(=O)c1ccc2c(c1)c(=O)n(C)c(=O)n2C)c1ccccc1 (stereo not drawn),0.6,-14.6,-30.2,12.5,-9.0,-14.1,-10.3,0.8,-25.5,15.0,-15.3
COc1cccc(CNC(=O)COC(=O)CN(C)S(=O)(=O)c2ccc(NC(C)=O)cc2)c1,9.6,-7.3,1.6,-4.0,6.7,-1.7,6.5,-0.1,19.3,2.4,8.6
CCCC(O)(c1ccccc1)C(c1ccccc1)c1ccccn1 (stereo not drawn),-2.8,-11.2,13.7,5.3,9.2,23.8,4.6,-9.0,-6.3,-8.4,-17.3
O=C(CN1C(=O)c2ccccc2C1=O)NCc1ccc(F)cc1,1.6,-15.1,-5.2,-11.7,1.5,4.7,11.7,-3.5,-2.5,1.8,11.8
COc1ccccc1OCC(=O)Nc1ccncc1,-0.9,10.1,2.4,21.9,-13.8,9.8,-14.9,-1.9,0.5,-4.6,-23.9
O=C(O)C1C2C=CC(C2)C1C(=O)NCc1ccccc1F (stereo not drawn),-1.5,-10.1,4.9,-2.8,14.6,7.5,-3.6,4.8,-5.4,-2.5,-2.8
COc1ccccc1Cc1c(-c2ccc(Cl)cc2)nc2c3ccccc3ccn12,nt,-48.2,nt,5.1,-14.3,-9.8,nt,-14.5,-15.0,nt,nt
O=C(CSc1ccc(Cl)cc1)NC(=O)NCc1ccco1,-10.6,1.9,-0.2,-7.7,19.9,-9.2,5.3,18.3,-6.1,-17.3,7.0
Cc1ccccc1NC(=O)Cc1nc(COC(=O)CC(C)c2ccccc2)cs1 (stereo not drawn),5.7,-13.9,6.2,6.6,-8.4,-10.3,-38.6,7.5,1.1,20.9,-9.1
Nc1c(C(=O)NCc2cccs2)nnn1CC(=O)Nc1cccc(Cl)c1,-9.4,-7.2,-13.9,0.6,14.8,-2.6,-8.6,-7.0,19.6,3.1,0.8
COc1ccccc1C(=O)NC(CCSC)C(=O)NCc1ccncc1 (stereo not drawn),-1.0,-4.2,0.9,2.4,-13.3,-15.8,-20.0,19.3,12.0,1.1,21.9
CC(C)(C)C(=O)NC1(C(F)(F)F)NC(=O)N(CCc2ccccc2)C1=O (stereo not drawn),0.0,3.6,7.8,1.0,12.9,-5.4,-0.3,6.2,-22.6,7.5,-26.8
CCCOc1ccc(-c2c(C(=O)N/N=C/c3ccncc3)nnn2-c2nonc2N)cc1,1.0,-10.2,-15.3,5.3,-10.3,-1.4,10.7,8.6,2.7,-1.7,15.4
COc1ccc2ncc(S(=O)(=O)c3ccccc3)c(N3CCN(c4ccccc4)CC3)c2c1,-1.7,21.8,-2.4,-4.9,0.0,27.4,-5.2,-2.8,-8.5,-1.3,10.8
CCCCCN(C(=O)NC(=O)Nn1cnnc1)S(C)(=O)=O,-3.6,-20.9,-5.4,-28.2,8.5,1.8,11.5,-11.6,-9.7,-9.7,2.4
CCOC(=O)C(C)Sc1nc2c(c(=O)[nH]c(=O)n2C)n1C/C=C(/C)Cl (stereo not drawn),1.9,0.1,2.4,-8.1,5.8,19.6,0.3,-5.4,-9.9,-5.0,-4.2
N#Cc1ccc(OCC(=O)OCC(=O)Nc2ccc(N3CCOCC3)cc2)cc1,-0.7,-20.7,-3.2,0.6,-22.6,-6.8,-13.8,-3.5,14.4,-4.2,1.6
Cc1ccc(C)c(NC(=O)C(Sc2ncnc3ccccc23)c2ccccc2)c1 (stereo not drawn),12.5,-4.3,9.2,-3.3,nt,13.9,-16.2,nt,4.9,-21.0,6.3
O=c1c2cc(C(F)(F)F)ccc2sn1-c1ccccc1,-9.1,32.4,50.8*,14.7,-30.2,43.6,-17.1,4.2,6.0,-9.9,-24.6

Source: PubChem
